Screening data from PubChem BioAssay.
PPC-1+TRAIL kill: PPC-1 cancer cell killing with TRAIL present; PPC-1 cells + TRAIL, ATPLite viability luminescence; cell killing (% activity), % at 4 µM; actives 0.41% (n = 220,000); AID 1443;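 active means cell killing above 50% in the first pass at 4 µM, then a duplicate retest at 5 µM averaging 50% or more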;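 further: plate controls were cells with TRAIL plus DMSO for no effect and medium-only wells lacking cells for full effect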
L929 necroptosis: L929 zVAD cell death inhibition. L929 zVAD necroptosis rescue, ATP luminescence, 24 h; with zVAD 60 µM. viability rescue, % at 10 µM. actives 0.38% (n = 220,000). AID 1377;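 active means activation, scaled between plate controls, above about 75%, limit read from the data; inactive means activation under that limit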;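 further: 0% = zVAD with DMSO and 100% = DMSO alone without zVAD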
PGE2 EP2 inh: blocks the human prostaglandin E2 receptor EP2 | P43116 | C6 glioma cells expressing human EP2, cAMP TR-FRET; cells stimulated with saturating PGE2 | inhibition, % at 25 µM | actives 0.52% (n = 260,000);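 active means percent inhibition above 40 after rounding to a whole number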;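 further: rat C6 glioma host cells with rolipram phosphodiesterase inhibitor present; the protocol text gives 20 µM as final concentration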
Target sequence (P43116 whole entry, looked up): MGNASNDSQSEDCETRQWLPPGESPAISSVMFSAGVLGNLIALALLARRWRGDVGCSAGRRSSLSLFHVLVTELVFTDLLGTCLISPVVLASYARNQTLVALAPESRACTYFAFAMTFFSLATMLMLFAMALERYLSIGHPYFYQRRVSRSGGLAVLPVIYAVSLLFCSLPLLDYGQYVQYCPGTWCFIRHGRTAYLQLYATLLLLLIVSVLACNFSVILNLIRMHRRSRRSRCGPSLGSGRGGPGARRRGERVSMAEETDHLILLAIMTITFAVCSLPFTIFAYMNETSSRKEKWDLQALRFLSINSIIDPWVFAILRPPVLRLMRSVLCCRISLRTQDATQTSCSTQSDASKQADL
TbHK1 inh: blocks Trypanosoma brucei hexokinase 1 activity. recombinant TbHK1, G6PDH-coupled NADH A340. AID 1430. actives 0.11% (n = 220,000). inhibition, % at 10 µM;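 active means inhibition of 50% or more in the single-dose primary screen; inactive means inhibition below 50%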
FXIIa inh: factor XIIa (human) inhibition; P00748; purified FXIIa, Boc-QGR-AMC fluorogenic substrate, 2 h; inhibition, % at 5 µM; actives 0.3% (n = 220,000); AID 800; in the data active means inhibition above about 40%;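 further: 0% = enzyme with no compound and 100% = blank without enzyme; many of its hits are not listed in these tables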
Target sequence (P00748 20-372 limits assumed): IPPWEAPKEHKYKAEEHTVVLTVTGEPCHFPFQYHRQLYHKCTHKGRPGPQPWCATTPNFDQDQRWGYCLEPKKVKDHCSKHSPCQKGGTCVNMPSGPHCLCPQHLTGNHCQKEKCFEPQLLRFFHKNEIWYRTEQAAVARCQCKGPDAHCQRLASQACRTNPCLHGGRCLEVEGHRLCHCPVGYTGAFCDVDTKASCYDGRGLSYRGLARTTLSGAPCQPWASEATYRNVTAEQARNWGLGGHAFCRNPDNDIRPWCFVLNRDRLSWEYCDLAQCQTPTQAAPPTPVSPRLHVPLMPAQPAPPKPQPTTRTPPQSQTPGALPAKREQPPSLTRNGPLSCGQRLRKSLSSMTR
Target sequence (P00748 373-615 limits assumed): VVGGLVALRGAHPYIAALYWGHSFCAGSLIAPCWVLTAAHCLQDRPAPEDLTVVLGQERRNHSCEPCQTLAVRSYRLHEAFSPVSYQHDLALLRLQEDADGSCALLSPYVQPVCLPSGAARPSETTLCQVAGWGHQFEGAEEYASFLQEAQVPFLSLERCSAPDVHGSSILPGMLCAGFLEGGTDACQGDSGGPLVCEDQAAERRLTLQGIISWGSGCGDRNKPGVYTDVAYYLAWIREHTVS
FXIa inh 1536: blocks human coagulation factor XIa protease activity | P03951 | purified FXIa, Boc-Glu-Ala-Arg-AMC fluorogenic substrate | inhibition, % at 5 µM | actives 0.14% (n = 220,000) | AID 798;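 active means inhibition of at least 40%; inactive means inhibition below 40%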;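 further: fluorescence of freed AMC excited at 355 nm; 0% = enzyme without compound and 100% = no enzyme blank; many of its hits are not listed in these tables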
CHOP inh: inhibitors of CHOP induction in ER stress response | CHO-K1 CHOP-promoter luciferase, tunicamycin-induced, 15-18 h | inhibition, % at 10 µM | actives 3.8% (n = 220,000) | AID 2732;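 active means compounds that reduced the stress-induced luciferase reporter signal by more than about 70% of percent inhibition, limit read from the data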;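 further: 0% = tunicamycin plus vehicle and 100% = wells without tunicamycin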
TNF death inh: inhibitors of TNF-alpha induced necroptosis in Jurkat FADD-/- cells | Jurkat FADD-/- TNF necroptosis rescue, ATP luminescence, 24 h; 0 = TNF only, 100 = no-TNF cells | activation (protection from cell death), % at 10 µM | actives 0.068% (n = 220,000) | AID 463075;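 active means activation, meaning protection from cell death, of at least 50% relative to plate controls; inactive means activation below 50%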;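 further: necroptosis triggered by 40 ng/mL TNF-alpha added together with compound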
Wee1 degr inh: blocks degradation of human Wee1 kinase | P30291 | HeLa Luc-Wee1K328M stability, luciferase luminescence; 100% = proteasome inhibitor MG132 effect | reporter increase, % at 5 µM | actives 1.2% (n = 220,000) | AID 1321;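 active means activation above the mean of all tested compounds plus 3 SD, set per screening run, cut at about 8.8% in these data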;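 further: cells exposed to compound for 20 h before luminescence read; 0% = DMSO alone and 100% = MG132 at 30 µM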
Active calls of the source: *; . = not tested or not shown; & = joins results of further samples.

structure	PGE2 EP2 inh	FXIa inh 1536	TbHK1 inh	TNF death inh	CHOP inh	L929 necroptosis	PPC-1+TRAIL kill	FXIIa inh	Wee1 degr inh
CC(C)CNC(=O)c1c(F)c(F)c(F)c(F)c1F	15	-3	-5	0.8	4	8.0	15	3	-1
Cc1cc(C)c2cc(C(=O)N3CCC(C(=O)c4ccc(F)cc4)CC3)[nH]c2c1	32	2	-7	-7.6	46	4.0	-11	7	-3
CCCC(=O)N1c2ccccc2C(N(C(C)=O)c2ccccc2)CC1C (stereo unspecified)	10	-3	3	-0.4	13	-0.2	15	8	-2
Cc1cccc(Cn2cnc3c(NS(C)(=O)=O)c(C)c(C)cc32)c1	6	0	-6	-3.7	-3	0.0	14	13	-1
O=C(Nc1ccc(Oc2ncccn2)cc1)c1ccco1	14	-3	-5	-1.5	-25	-0.1	.	13	-2
CC1(C)CC(=O)C(C=NCCCn2ccnc2)=C(O)C1	4	0	-2	-0.5	20	-0.1	24	4	-3
COC(=O)[C@@]1(Cc2ccc(OC)cc2)[C@H]2c3cc(C(=O)N4CCCC4)n(CCn4cc([N+](=O)[O-])nc4C)c3C[C@H]2CN1C(=O)c1ccccc1	3	3	-9	1.1	24	2.2	23	17	-3
COCCN1Cc2cccc(C(=O)Nc3ccc(S(=O)(=O)N4CCOCC4)cc3)c2C1=O	8	-7	-1	0.7	2	0.2	3	2	1
CCOC(=O)N1CCN(C(=S)NC(=O)c2nn(C)cc2Br)CC1	8&2	-2	-7	-1.4	-19	-0.2	9	9	-2
O=C(O)c1ccccc1C(=O)NC1CCCCNC1=O (stereo unspecified)	5	4	-3	0.8	-5	0.0	5	5	-3
COc1ccc2[nH]c(=O)c(CN(CC3CCCO3)C(=O)Nc3ccc(F)cc3)cc2c1 (stereo unspecified)	41*	-14	-23	-2.9	45	3.2	13	-12	1
Cc1sc(NC(=O)c2cccs2)c(C(=O)OC(C)C)c1C	8	2	-2	-2.4	12	0.7	2	10	4
c1coc(CN(Cc2cccs2)Cc2nnnn2C2CCCCC2)c1	10	-6	-1	-0.3	47	-0.1	-11	2	-2
COc1ccc(CCn2c(=O)[nH]c3cc(C(=O)NCCc4ccccc4)ccc3c2=O)cc1OC	2	0	-2	-2.0	-1	0.6	8	14	-1
Cn1ncc(Br)c1C(=O)N/N=C/c1ccc(OS(=O)(=O)c2ccccc2)cc1	12	8	-2	-1.1	32	-0.2	13	19	-4
O=C(CCCCn1c(=O)[nH]c2ccccc2c1=O)NCc1ccc2c(c1)OCO2	3	7	10	-3.3	17	0.6	-5	-6	-2
CCN(CC)c1ccc2cc(S(=O)(=O)c3ccc(Cl)cc3)c(=O)oc2c1	21	1	1	0.6	-8	.	-7	4	5
COc1ccc(CNC2CCCCC2)cc1	5	2	7	0.7	-11	0.3	3	13	-1
COc1cccc(C2C3=C(CCCC3=O)Nc3[nH]n(-c4ccccc4)c(=O)c32)c1 (stereo unspecified)	-1	-6	-33	0.8	-5	2.8	-6	4	-1
Cc1ccc(Nc2nnc(SCC(=O)NCc3ccco3)s2)cc1	11	-5	-7	-3.3	55	4.3	-1	17	4
CC(=O)OCC1OC(n2ccc(=O)[nH]c2=O)C(O)C1O (stereo unspecified)	2	-9	3	-1.3	24	-0.2	1	6	-1
CCSC1=C(C#N)C(CC(C)C)C2=C(CCCC2=O)N1 (stereo unspecified)	10	-1	-23	0.6	14	-0.2	4	2	-2
C=C(C)CSc1nnc2[nH]c(=O)cc(N)n12	7	.	-4	-1.4	.	-0.2	.	.	1
COc1ccccc1C(=O)Nc1c(C)cc(Br)cc1C	3	0	0	0.2	23	1.2	12	4	-1
O=C(O)C1CC(=O)N(Cc2cccs2)C1 (stereo unspecified)	4	3	-5	0.3	45	0.8	13	14	-2
Cc1cc(N2C(=O)C(=O)/C(=C(/O)c3ccc(F)cc3)C2c2ccc(F)cc2)no1 (stereo unspecified)	13	4	-16	-0.4	-15	0.2	42	13	1
CCOC(=O)CC1=C(C(=O)OCC)C(c2cccs2)C(C#N)=C(N)O1 (stereo unspecified)	17	17	-14	0.5	22	-0.3	3	15	-1
COc1ccc2nc(NC(=O)c3cc(S(=O)(=O)N4CCOCC4)ccc3C)sc2c1	13	8	-20	-1.2	8	-0.5	0	14	0
COc1ccc(CNC(=O)CCCOc2cc(=O)n(C)c3ccccc23)cc1	15	3	-2	-1.7	46	0.7	-10	15	1
CCCCn1c(N)c(NCC)c(=O)[nH]c1=O	8	3	1	-0.3	1	0.7	21	10	1
CC(C)NC(=O)CC(c1ccccc1)c1cc(Br)ccc1O (stereo unspecified)	4	-5	-6	-2.6	23	0.0	10	14	4
Clc1cccc(CSc2nnc(-c3sccc3-n3cccc3)o2)c1	14	1	4	4.9	35	0.0	18	4	-3
Cc1ccc(C(=O)Nc2cccnc2)cc1S(=O)(=O)N1CCOCC1	9	-4	-11	0.1	47	0.1	-4	4	-2
COC(=O)c1ccc(OC(=O)c2ccc(OC)c(OC)c2)c(OC)c1	10	-11	4	0.9	27	0.0	1	-6	-3
O=C(O)Cn1cc(/C=C2\SC(=O)N(c3ccccc3)C2=O)c2ccccc21	6	-6	-5	0.5	-23	1.9	23	4	-2
Cc1ccc(Cl)cc1NC(=O)c1ccc(Cn2cc(Cl)cn2)cc1	8	5	4	4.5	13	.	-4	9	3
CCOc1ncccc1C(=O)Nc1cccc(Cl)c1Cl	7	2	-2	-1.0	32	1.9	-6	8	4
CCOc1ccc(NC(=O)CN(c2ccc(OCC)cc2)S(=O)(=O)c2c(C)[nH]c(=O)[nH]c2=O)cc1	8	-2	-4	0.7	-8	-0.5	1	0	0
Fc1ccc(Cn2cc(C(=S)N3CCOCC3)c3ccccc32)cc1	5	0	-13	2.1	-7	-0.2	3	10	2
Cc1ccc2c(c1)nnn2C1CCN(CC(=O)Nc2ccc3c(c2)OCCO3)CC1	5	17	-2	1.3	13	1.7	1	19	-3
Cc1ccc(CNC(=O)C2CC3Cn4c(nc5cc(C)c(C)cc54)C3N2C)o1 (stereo unspecified)	7	1	-10	3.0	-8	0.1	23	6	.
COc1ccc(S(=O)(=O)N2CCc3ccccc32)cc1C(=O)OCC(=O)c1c(N)n(C)c(=O)n(C)c1=O	8	2	-12	-3.1	51	3.8	19	7	5
Cc1ccc(C(=O)OCc2cn(-c3ccccc3)nn2)cc1	7	0	4	0.9	16	0.2	16	3	-1
COc1ccc(CCNC(=O)C(=O)Nc2nccs2)cc1OC	5	6	-3	-1.5	-2	-0.3	3	20	2
CC1(C)Cc2c(sc3ncn4nc(-c5ccco5)nc4c23)CO1	.	.	8	1.0	.	0.2	.	.	4
CN(C)c1nc(OCCOC(=O)c2ccccc2)nc(N(C)C)n1	6	1	-6	0.6	-25	1.7	12	7	0
CC(C)(C)CN1CCNC(=O)C1CC(=O)NCCc1ccccc1F (stereo unspecified)	4	-4	-4	0.4	-8	1.7	-2	7	7
O=S(=O)(c1ccccc1)c1nc(-c2ccccc2F)oc1NCc1cccnc1	7	4	0	0.0	4	0.6	-12	2	1
C=CCNC(=O)Nc1ccc2oc(C)nc2c1	5	2	-1	-1.0	-4	-0.2	27	17	0
CC1Cc2ccccc2N1C(=O)COC(=O)C1=COCCO1 (stereo unspecified)	.	-7	-6	1.4	6	-1.6	24	-13	-3
Cc1ccc(CN/C=C/C(=O)c2ccc(Br)cc2)cc1	14	0	-10	0.1	-10	0.7	17	9	0
CC1(C(=O)O)CCC(C(=O)NCCc2ccccc2)C1(C)C (stereo unspecified)	9	1	6	0.2	8	-0.2	-13	20	0
Cc1cccc(OCC(=O)N2CCC(c3ccccc3)C2)c1 (stereo unspecified)	6	-1	0	-0.1	32	-0.3	7	1	-1
C=CCNc1nc(-c2ccc(Cl)cc2)cs1	20	4	5	-0.2	21	0.1	12	17	2
CCOC(=O)c1c(NC(=O)C2C3C=CC(C3)C2(C)C(=O)O)sc2c1CCCC2 (stereo unspecified)	27	5	39	0.6	18	0.0	-3	18	4
CC(=O)Nc1ccc(NC(=O)CCn2nnc3ccccc32)cc1	6	-2	-8	1.2	-11	0.0	-2	6	3
Cc1ccsc1/C=C1/SC(N2CC(C)OC(C)C2)=NC1=O (stereo unspecified)	4	0	6	1.9	20	0.1	44	7	3
C/C=C/C(=O)N1c2ccc(C)cc2C(C)=CC1(C)C	2	2	-13	-2.2	48	-0.8	5	12	-4
CC(C)(CSc1nncn1/N=C/c1ccco1)NS(=O)(=O)c1ccc(Cl)cc1	9	1	0	-2.0	-9	-0.6	36	15	6
CCc1cc2ccc(C)cc2nc1SCC(=O)c1ccc(NC(C)=O)cc1	15	6	-8	-1.2	6	0.1	7	20	-2

The results go on.
structure	PGE2 EP2 inh	FXIa inh 1536	TbHK1 inh	TNF death inh	CHOP inh	L929 necroptosis	PPC-1+TRAIL kill	FXIIa inh	Wee1 degr inh
CCOC(=O)c1c(NC(=O)CSC(=S)N2CCOCC2)sc(C)c1C	5	1	-6	2.8	21	0.2	-3	2	0
CC(C(=O)Nc1ccccc1Cl)N(c1ccccc1)S(C)(=O)=O (stereo unspecified)	5	-2	-7	0.7	9	1.5	9	1	0
Cc1ccc(C)c(N2CCN(C(=S)NC3CCCCC3)CC2)c1	7	-10	33	0.6	79*	0.8	21	0	-3
S=C(NC1CCCCC1)N1CCn2cccc2C1c1ccncc1 (stereo unspecified)	6	-6	4	1.4	-16	0.0	3	-2	3
Clc1cccc(OCCN2CCOCC2)c1	5	-4	2	0.6	3	0.8	-4	6	1
C1CCc2nnc(C3CC3)n2CC1	5	0	2	-0.5	-9	0.2	-23	13	-2
O=C(Cn1cnc2c(nnn2Cc2ccc(Cl)cc2)c1=O)NCC1CCCO1 (stereo unspecified)	11	-1	5	0.3	1	-0.6	9	4	-1
CCOC(=O)C1CC(c2ccccc2)=NNC1=O (stereo unspecified)	5	-3	-1	0.8	-2	1.1	-6	7	-1
CC(=O)N(Cc1c(C#N)c2ccccc2n1C)c1ccccc1	-2	6	3	0.2	-5	-0.1	19	10	0
CCCCCn1c(CN2CCN(c3cc(Cl)ccc3C)CC2)nc2c1c(=O)[nH]c(=O)n2C	6	5	18	-2.8	67	-0.4	8	12	-3
CCCOc1ccc(N2C(=O)CC(NCc3ccc(S(N)(=O)=O)cc3)C2=O)cc1 (stereo unspecified)	21	-4	-12	-0.3	3	3.1	2	5	1
Cc1cc(C)n(/C(=C\N(C)C)C(=O)c2ccc(Cl)cc2)n1	3	2	-21	-1.4	14	-0.4	10	11	-2
Cc1cc(C)c(N=C2CCCN2Cc2ccccc2)c(C#N)c1	8	2	0	-1.1	28	-1.4	10	9	5
COc1ccc(CC(=O)NNC(=S)NC(=O)c2cccnc2)cc1	14	-7	-10	4.6	-3	0.9	-7	1	-3
Cn1c(Cc2ccccc2)nnc1SCc1cc(=O)n2ccsc2n1	-3	0	-7	0.1	1	1.6	0	5	0
Cc1cccnc1NC(=O)Nc1ccccc1	5	1	9	-2.0	-1	3.9	3	24	3

Single records (already shown).
Results for O=C(Cn1cnc2c(nnn2Cc2ccc(Cl)cc2)c1=O)NCC1CCCO1 (stereo unspecified) : PGE2 EP2 inh: 11; FXIa inh 1536: -1; TbHK1 inh: 5; TNF death inh: 0.3; CHOP inh: 1; L929 necroptosis: -0.6; PPC-1+TRAIL kill: 9; FXIIa inh: 4; Wee1 degr inh: -1
Results for CCCOc1ccc(N2C(=O)CC(NCc3ccc(S(N)(=O)=O)cc3)C2=O)cc1 (stereo unspecified) : PGE2 EP2 inh: 21; FXIa inh 1536: -4; TbHK1 inh: -12; TNF death inh: -0.3; CHOP inh: 3; L929 necroptosis: 3.1; PPC-1+TRAIL kill: 2; FXIIa inh: 5; Wee1 degr inh: 1

Only part of the results is shown. The share of hits here may be higher or lower than overall.
